Assay outcomes: PubChem BioAssay, National Center for Advancing Translational Sciences (NCATS)
KDM5B inhibitor: KDM5B demethylase inhibition. Q9UGL1. KDM5B demethylase, FDH-coupled NADH fluorescence (FDH is formaldehyde dehydrogenase). Potency, µM (titrated, usually from 57.7 µM), for inactives: top-dose activity change, negative = inhibition, hits mostly inhibitors. actives 2.6% (n = 220,000). AID 1347165; active = well fitted inhibition curve with a large enough effect; inconclusive = small, poorly fitted or top-dose-only effect; inactive = no such curve, though single readings can be large or run the other way; also: 0% is about no effect; nearly all actives have a fitted effect of over 70% in size
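KDM5BΔAP (200 nM final) in 50 mM HEPES pH 7.5, 0.01% Tween-20 was preincubated 10 min at RT with compound over a concentration range. Substrate mix (H3K4me3 12.5 µM, α-KG 25 µM, Fe²⁺, ascorbate, NAD⁺, FDH) was added, and NADH fluorescence change over 30 min gave dose-response curves.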
Numbers without * were called inactive; ? = inconclusive; & = joins results of further samples; [ ] = remark or other dose. Potency is read from the fitted curve at half-maximal effect.

SMILES	KDM5B inhibitor
CC(NC(=O)CCc1ncc(-c2ccc(F)cc2F)o1)c1ccc2c(c1)NC(=O)CO2 (stereo not drawn)	-9.9%
CC(C)CCN1CCCC1C(=O)O (stereo not drawn)	16.3%
Cc1c(C(=O)Nc2ccccc2Br)oc2ccc(S(=O)(=O)N3CCCCCC3)cc12	-15.6%
COc1cc(/C=C(\NC(=O)c2ccccc2)C(=O)Nc2nccs2)ccc1OC(C)=O	-0.5%
CCOC(=O)Cc1csc(NC(=O)C2CC(=O)N(c3n[nH]c4ccccc34)C2)n1 (stereo not drawn)	?
CC(C)c1noc(-c2cn(C3CCCN(C(=O)c4ccccc4)C3)nn2)n1 (stereo not drawn)	24.2%
CCCN(CC)c1ccc(/C=N/NC(=S)Nc2ccc(C)cc2)cc1	?
CC1=C[C@@H](CN2CCOCC2)[C@H](C(C)C)C[C@H]1Cc1nnc(-c2ccncc2)o1	?
COc1cccc(C(=O)NCC2(COc3ccccc3)C[C@@H](O)[C@@H](O)C2)c1 (stereo partly drawn)	-24.4%[86.2 µM]
O=C(NCc1cccc(F)c1)C1Cn2cccc2C(=O)N1Cc1cccnc1 (stereo not drawn)	13.6%
CCCN(CCC)C(=O)CSc1nnc2cc(C)c3cc(C)cc(C)c3n12	?
Cc1ccc(C(=O)N2CCC3(CC2)N=C(c2ccccc2)NO3)cc1	0.6%
Cc1cc(C)cc(NC(=O)CN2CCC(C(=O)N3CCCC(C)C3)CC2)c1 (stereo not drawn)	10.4%
O=C(Nc1cccc(S(=O)(=O)N2CCCCC2)c1)c1cccs1	15.1%
O=C(Cc1cccc(F)c1)N1CCC(c2n[nH]c(=O)n2-c2ccccc2)CC1	-9.4%
Cc1nn(-c2ncccn2)c2c1C(c1ccc(OCCc3ccccc3)cc1)CC(=O)N2 (stereo not drawn)	-6.4%
CCOc1ccc(NC(=O)Cn2c(-c3ccc(Cl)cc3)nc(C)c(CCO)c2=O)cc1	1.9%
Cc1nccn1-c1ccc(CNC(=O)c2cn(-c3ccccc3)nn2)cc1	17.2%
Nc1ncc(S(=O)(=O)N2CCN(c3ccccc3)CC2)cn1	-25.5%
O=C1CC(c2ccccc2)N(C(=O)CNC(=O)c2n[nH]c3ccccc23)CCCCCN1 (stereo not drawn)	?
O=C(CS(=O)(=O)Cc1ccccc1C(F)(F)F)Nc1ccc(F)cc1F	12.9%
Cc1cc(NC(=O)CNc2cc(S(=O)(=O)N3CCOCC3)ccc2Oc2ccccc2)no1	-16.3%
CCNc1ncc(-c2nc3cc(S(=O)(=O)NC(C)C)ccc3n2C(C)C)cn1	28.2µM*
Cc1cc(C)nc(/N=C(\N)Nc2ccc(C(C)C)cc2)n1	23.9%&22.7%
CCOc1ccc(C2/C(=C(\O)c3ccc(C)c(F)c3)C(=O)C(=O)N2Cc2ccco2)cc1OC (stereo not drawn)	?
COc1ccc(Cn2cc(C(=O)c3ccc(C)cc3)c(=O)c3cc(OC)c(OC)cc32)cc1	-11.4%
O=c1c2ccccc2n2c(-c3ccccc3O)nnc2n1Cc1ccc(F)cc1	-8.9%
COc1ccc(N2CCN(c3nc(C(=O)N4CCC(C)CC4)cs3)CC2)cc1	7.2%
Cc1nnc(Nc2ccc(Cl)cc2)s1	17.1%
Clc1ccccc1C1(c2ccnc(C3CCCC3)n2)CCNCC1	-26.6%
COc1cc(-c2ccc(C)cc2)nc2ccc(C(=O)N3CCC(C(N)=O)CC3)cc12	-21.1%
COc1ccc(CC2(CO)CCN(c3cc(OC)nc(N)n3)CC2)cc1	-18.8%
CN1CCCC12Cc1ccccc1CN(S(=O)(=O)c1ccccc1)C2 (stereo not drawn)	-19.6%[149 µM]
CCc1ccccc1NC(=O)Nc1ccc2nc(NS(C)(=O)=O)sc2c1	18.6%
Cc1ccc(C(C)NC(=O)Nc2ccc(N3CCOCC3)nc2)o1 (stereo not drawn)	?
COc1ccc(C(=O)N[C@@H]2CN(C(=O)Nc3ccc(OC(F)(F)F)cc3)CCC[C@H]2O)cc1	3.5%
CCN1CCc2c(sc(-n3cccc3)c2C(C)NC(=O)Nc2ccc(C(=O)OC)cc2)C1 (stereo not drawn)	?
N#Cc1ccc(S(=O)(=O)N2CCN(CC(=O)Nc3ccccc3C(=O)NC3CCCC3)CC2)cc1	-17.0%
COc1ccc(NC(=O)CN(C)S(=O)(=O)c2ccc3nc(C)sc3c2)cc1Cl	-5.5%
COc1ccc(CN(C)C2CCCc3ccccc32)cc1 (stereo not drawn)	-2.4%[86.2 µM]
CCOc1ccc(S(=O)(=O)N2CCN(c3cccc(C(F)(F)F)c3)CC2)cc1OCC	-12.6%
CC(C)Oc1nc2ccccc2nc1C(C#N)C(=O)NCc1ccccc1 (stereo not drawn)	6.6%
COc1ncc(CN2CC[C@@H]3OCC(=O)N(c4ccccc4)[C@H]3CC2)cn1	-4.3%[86.2 µM]
CCCNC(=O)O[C@@H]1CC[C@]2(C)[C@H](CC[C@@H](O)[C@H]2CC(=O)N2CCCCC2)[C@]1(C)CO	28.8%
O=C(NCC1(c2ccccc2)CCC1)c1cc2ccccc2oc1=O	-21.7%
O=C1CC(c2ccccc2)N(C(=O)C2CC2)CCCN(C(=O)CCCc2ccccc2)CCN1 (stereo not drawn)	11.3%
COc1ccc(N2CC(C(=O)O)CC2=O)cc1OC (stereo not drawn)	29.1%
O=C(c1nccc2ccccc12)N1CCC2(CC1)CC(CO)N(C(=O)c1ccccc1)C2 (stereo not drawn)	-18.3%

Three entries out of the list, ordered by length of the SMILES, ascending:
SMILES	KDM5B inhibitor
CC(C)c1noc(-c2cn(C3CCCN(C(=O)c4ccccc4)C3)nn2)n1 (stereo not drawn)	24.2%
O=C(Cc1cccc(F)c1)N1CCC(c2n[nH]c(=O)n2-c2ccccc2)CC1	-9.4%
COc1ncc(CN2CC[C@@H]3OCC(=O)N(c4ccccc4)[C@H]3CC2)cn1	-4.3%[86.2 µM]

New compounds follow.
SMILES	KDM5B inhibitor
Cc1ccc(CNC(=O)C(=O)NCC(c2cccs2)S(=O)(=O)c2ccc(C)cc2)cc1 (stereo not drawn)	-46.2%
O=C(NCc1nnc2c(-c3nc(C4CC4)no3)cccn12)c1c(F)cccc1Cl	?
CCn1c(C(=O)NCc2ccccc2C)cc2oc3ccccc3c21	?
NC(=O)CCN(C(=O)c1ccc(C(F)(F)F)cc1)c1ccc(F)cc1	8.4%
O=C(NC1CCCC1)C(=O)c1ccc2c(c1)CCC2	-23.4%
Cc1cc2nc(/C(C#N)=C\c3ccc(O)c(I)c3)[nH]c2cc1C	18.6%
CCn1cc(C2C3=C(CC(C)(C)CC3=O)N(c3ccc(C)cc3)C3=C2C(=O)CC(C)(C)C3)c(C)n1	20.1%
O=C(Nc1ccc2c(c1)CCCN2C(=O)c1cccs1)c1ccc(F)c(F)c1	1.7%
Cc1cnc(C2CC2)n1CCNC(=O)C(C)C	2.9%
Cc1nn(C)c(C)c1CCNC(=O)C1(CCO)CC12CCOCC2 (stereo not drawn)	-11.6%
Cc1nc2sc3c(c2c2nc(C(=O)NCCN4CCOCC4)nn12)CCC3	?
CCN1C(=O)N(C2Cc3ccccc3C2)C(=O)C12CCN(Cc1cnn(-c3ccccc3)c1)CC2	-4.2%
CCOCCCNC(=O)CCC(=O)NNc1nc2ccccc2c2nc(C)nn12	-19.2%
COc1ccccc1CN(C)C(=O)c1cc(-c2cc(OC)c(OC)c(OC)c2)nc2ccccc12	?
O=c1c2cc3c(cc2nc2sc(Nc4cccc([N+](=O)[O-])c4)nn12)OCO3	?
Cc1cc(S(=O)(=O)N2CCCC2)ccc1OCC(=O)Nc1ccccc1Oc1ccccc1	12.4%
COc1ccc(OC)c(N/C(=N/C(=S)Nc2ccccc2)Nc2nc(C)cc(C)n2)c1	?
O=C(c1ccc(F)c(F)c1)N1CCC2(CC1)N=C(c1ccc(Cl)cc1)NO2	?
Cc1ccc(CNC(=O)N2CCCC(Cc3nncn3-c3ccccc3)C2)cc1 (stereo not drawn)	-5.0%
Cc1nc2ccc(C(=O)Oc3ccc(C4SCCS4)cc3)cc2nc1C	-20.3%
Cc1ccc2[nH]c(=O)c(CCC(=O)NC3CCN(Cc4ccccc4)CC3)cc2c1	25.1µM*
Cc1nn2c(C)c(C(=O)Nc3ccccc3)cnc2c1-c1ccccc1	3.1%
CC(C)NC1(Cc2cc(CCO)on2)COC1	12.2%[115 µM]
Cc1cc(C)c(NC(=O)C2CCN(c3nc4ccccc4[nH]3)CC2)c(C)c1	11.4%
COc1ccc(C(=O)Nc2ccc3nc4n(c(=O)c3c2)CCCCC4)cc1OC	11.5%
Cc1ccc(NC(=O)Cc2ccc(-n3c(C)nc4cccnc43)cc2)cc1C	-18.9%
O=C(Nc1cc(F)ccc1F)N1CCC(CN2CCCC2)CC1	-10.5%
CCOC(=O)c1c(C)c(C(=O)Nc2ccc(C)c(F)c2)c(C)n1C	18.1%
COc1ccc(-n2nnnc2SCC(=O)NCCc2ccccc2)cc1	0.5%
COc1ccccc1CNC(=O)CCCCn1c(=O)c2ccccc2n(CC(=O)Nc2c(C)cc(C)cc2C)c1=O	3.5%
COc1ccc(/C=C/c2nc(C#N)c(NCCN3CCOCC3)o2)cc1OC	?
COc1ccc([C@H]2C[C@@H](O)[C@@H](O)[C@@H]2NC(=O)c2ccc3c(c2)OCCO3)cc1	-13.2%[86.2 µM]
CN(C)C(=O)/C=C/c1csc(-c2ccc(F)cc2)n1	?
O=C([C@@H]1C[C@H](Oc2cccnc2)CN1C(=O)c1n[nH]c2ccccc12)N1CCOCC1	?
CC(C)c1nc(C#N)c(NCC(c2cccs2)N2CCOCC2)o1 (stereo not drawn)	-5.5%
O=C(Cn1c(=O)oc2ccccc21)NCc1ccc(Cl)cc1	6.4%
Cc1cn2c(=O)cc(COC(=O)c3ccc(NC(=O)COc4ccc(C)c(C)c4)cc3)nc2s1	10.2%
Cc1noc(CSc2nc(C3CC3)nc3ccccc23)n1	9.6%
Cc1cc2c(n1-c1ccc(C(=O)NCc3ccc(OC(C)C)cc3)cc1)CCCC2	?
COCC1CN(C)CC12CCN(Cc1ccc(OC)cc1)CC2 (stereo not drawn)	?
CC(=O)Nc1cccc(-c2cc(C3=CCOCC3)c3cncn3c2)c1	39.8µM*
Cc1ccc(S(=O)(=O)N2CCN(CC(=O)NC(C)(C)C)CC2)cc1C	-4.7%
Cc1nc(C2CC2)ncc1C(=O)N1CC[C@](C)(O)[C@@H](O)C1	-21.6%
COc1ccc(C(=O)N[C@H]2COC[C@H]2Cc2cc(C)no2)c(F)c1F	?
O=C(c1ccc2c(c1)OCO2)N1CCCC2(C1)NC(=O)N(Cc1ccc(Cl)cc1)C2=O (stereo not drawn)	-1.3%
O=C(CSc1nc(Nc2ccc(F)cc2)c2ccccc2n1)c1ccc(F)cc1	-9.7%
O=C(c1ccccc1)N1CC2(CCCN2C2COC2)Cc2ccccc21 (stereo not drawn)	-11.2%[149 µM]
COc1ccc(CCNC(=O)C2CC(=O)N(c3n[nH]c4ccccc34)C2)cc1OC (stereo not drawn)	4.4%

Records listed above that bear a hit mark in KDM5B inhibitor:
SMILES	KDM5B inhibitor
CCNc1ncc(-c2nc3cc(S(=O)(=O)NC(C)C)ccc3n2C(C)C)cn1	28.2µM*
Cc1ccc2[nH]c(=O)c(CCC(=O)NC3CCN(Cc4ccccc4)CC3)cc2c1	25.1µM*
CC(=O)Nc1cccc(-c2cc(C3=CCOCC3)c3cncn3c2)c1	39.8µM*

Looked up one by one from the entries so far (two):
SMILES	KDM5B inhibitor
Cc1noc(CSc2nc(C3CC3)nc3ccccc23)n1	9.6%
Cc1nc(C2CC2)ncc1C(=O)N1CC[C@](C)(O)[C@@H](O)C1	-21.6%

The listing continues.
SMILES	KDM5B inhibitor
CN(C)C[C@@H]1CN(c2ncccn2)C[C@H]1NC(=O)CCn1cccn1	28.2µM*
COc1cc(C(=O)N/C(=C\c2cn(C)c3ccccc23)C(=O)N2CCOCC2)cc(OC)c1OC	27.0%
CC(COc1ccccc1C#N)CN1CCC(C(O)(c2ccccc2)c2ccccc2)CC1 (stereo not drawn)	8.1%
CCn1c(SCCN2CCOCC2)nc2c1c(=O)n(C)c(=O)n2C	17.4%
CCNC(=O)CSc1nc(C)nc2sc3c(c12)CCC3	8.2%
COC(=O)c1nnn(CC(=O)Nc2ccc(C)cc2Cl)c1C(=O)OC	8.7%
Cc1ccc(OCC(=O)NCc2ccc(-c3nc4ncccc4o3)cc2)cc1	-9.6%
Cc1ccc(C)c(NC(=S)NNC=O)c1	-12.9%
CC(NC(=O)CCc1ncc(-c2c(F)cccc2F)o1)c1ccco1 (stereo not drawn)	-9.6%
CCOc1ccc(N(C)S(=O)(=O)c2ccc3c(c2)CCCN3C(C)=O)cc1	25.2%
COc1cncc(CN2CC[C@@H]3OCC(=O)N(C(C)C)[C@H]3CC2)c1	-9.2%[86.2 µM]
CC(C)CCn1c(=O)c2sccc2n2c(CCCC(=O)Nc3ccc(F)c(Cl)c3)nnc12	?
Cc1c(C(=O)Nc2cccc(F)c2)sc2nc(-c3cc4ccccc4oc3=O)[nH]c(=O)c12	?
CCN1c2cc(C(=O)NCc3cccs3)ccc2C(=O)N2CCCCC21 (stereo not drawn)	?
COc1ccc(N2CCN(C(=O)COc3ccc(-c4nnc5n4CCCC5)cc3)CC2)cc1	-11.8%
CCNC(=O)CNC(=O)c1cc(Br)ccc1F	-4.4%
Cc1ccccc1CS(=O)CCC(=O)Nc1ccccc1 (stereo not drawn)	21.1%
NCCCC(=O)N1CCC2(CC1)CC(NC(=O)CN)c1ccccc12 (stereo not drawn)	?
COc1ccccc1N1CCN(C(=O)CN2C(=O)COc3ccc(S(=O)(=O)N4CCOCC4)cc32)CC1	?
CC(C)(C)c1nc(N2CCOCC2)ncc1C(=O)O	?
CCOC(=O)c1c(O)c2cc(Cl)ccc2n(CC)c1=O	-1.1%

Only part of the results is shown. The share of hits here may be higher or lower than overall.
